Vif-A3F inh – blocks the Vif interaction with APOBEC3F; HeLa A3F-eYFP + Vif (tagged APOBEC3F with the HIV-1 protein that degrades it), YFP fluorescence increase; Potency, µM (top dose mostly 46.1 µM), for the others: at the highest dose activity, negative = active; actives 0.2% (n = 390,000); AID 602313; further: potency means the concentration at half of the fitted maximal effect; % of control where 0% means no effect; nearly all actives have a fitted effect of over 65% in size
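Fluorescence increase (Ex 488/Em 500-530) after overnight compound treatment at 37 deg C flags inhibition of Vif-driven A3F-eYFP loss in stable HeLa A3F-eYFP/Vif cells seeded overnight beforehand.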
D2 potentiator – D2 dopamine receptor (human) potentiation. P14416. HEK293 T-REx D2, calcium flux, EC20 dopamine potentiation. potentiation, % at 10 µM. actives 0.34% (n = 340,000). AID 485347;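 active means potentiation over 3 SD above the plate norm, cut at about 30% in these data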; further: 0% is about no effect
Target sequence (P14416 whole entry, looked up): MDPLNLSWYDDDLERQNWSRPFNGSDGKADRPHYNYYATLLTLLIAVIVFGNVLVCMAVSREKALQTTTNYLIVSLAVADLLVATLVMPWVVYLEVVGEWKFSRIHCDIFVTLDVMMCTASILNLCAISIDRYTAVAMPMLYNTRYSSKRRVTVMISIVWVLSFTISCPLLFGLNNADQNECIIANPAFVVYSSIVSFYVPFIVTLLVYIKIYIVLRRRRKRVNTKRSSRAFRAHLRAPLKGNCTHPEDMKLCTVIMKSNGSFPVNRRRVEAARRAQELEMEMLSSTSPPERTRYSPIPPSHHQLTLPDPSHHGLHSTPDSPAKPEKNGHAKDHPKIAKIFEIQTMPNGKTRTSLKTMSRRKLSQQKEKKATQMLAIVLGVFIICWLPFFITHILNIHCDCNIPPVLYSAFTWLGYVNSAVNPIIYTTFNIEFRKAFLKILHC
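Tetracycline-induced Hek293 Trex D2 cells, force-coupled to calcium, loaded with no-wash calcium dye. Compound added with 180 s kinetic read for agonism, then EC20 dopamine and a further 180 s read for potentiation.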
RXFP1 antag – RXFP1 (human) relaxin receptor antagonism. actives 0.59% (n = 350,000). Q9HBX9. activity change, negative = inhibition, % at 57.5 µM. HEK293-RXFP1, relaxin-stimulated cAMP HTRF, 30 min; active compounds read low;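 active means activity change of -60% or lower, but not beyond a set lower limit; inconclusive means change between -60% and -40%, or beyond the set limit; inactive means change above -40%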; further: on the % scale 0 is the no-effect control and ±100 the full control effect
Vif-APOBEC3G blk – blocks the Vif interaction with human APOBEC3G; AID 602310; HeLa A3G-eYFP + Vif (tagged APOBEC3G with the HIV-1 protein that degrades it), YFP fluorescence, overnight; Potency, µM (series often up to 46.1 µM), for inactives: top-dose activity, negative = active, hits mostly inhibitors; actives 0.076% (n = 410,000);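 further: potency means the concentration at half of the fitted maximal effect; on the % scale 0 is the no-effect control and ±100 the full control effect; nearly all actives have a fitted effect of over 60% in size; hits raise eYFP signal because A3G escapes Vif-driven loss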
Target sequence (Q9HC16 whole entry, looked up): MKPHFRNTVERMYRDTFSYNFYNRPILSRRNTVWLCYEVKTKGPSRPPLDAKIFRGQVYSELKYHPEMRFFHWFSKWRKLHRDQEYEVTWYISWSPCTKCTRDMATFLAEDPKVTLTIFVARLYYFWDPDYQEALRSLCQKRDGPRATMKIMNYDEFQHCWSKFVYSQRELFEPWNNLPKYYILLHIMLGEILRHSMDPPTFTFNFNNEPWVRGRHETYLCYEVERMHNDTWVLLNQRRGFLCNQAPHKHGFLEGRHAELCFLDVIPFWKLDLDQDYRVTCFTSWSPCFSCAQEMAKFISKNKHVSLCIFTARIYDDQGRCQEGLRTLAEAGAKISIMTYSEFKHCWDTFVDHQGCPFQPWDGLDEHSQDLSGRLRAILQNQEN
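Read-out is eYFP fluorescence (Ex 488/Em 500-530) from Vif-expressing HeLa A3G-eYFP cells; more signal means A3G escaped Vif-mediated degradation. Cells plated overnight, compound pinned in, incubated overnight at 37 deg C.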
RXFP1 agonist – activates the human relaxin receptor RXFP1. HEK293T-RXFP1 cAMP TR-FRET, 30 min; response scale: percent of porcine relaxin response, buffer zero. Potency, µM (highest dose often 57.5 µM), without a hit: at the top dose activation, most hits filed as activators. actives 0.3% (n = 370,000). AID 2676; further: potency means the concentration at half of the fitted maximal effect; on the % scale 0 is the no-effect control and ±100 the full control effect; nearly all actives have a fitted effect of over 60% in size; many of its hits are not listed in these tables
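HEK293T cells stably expressing RXFP1 were pretreated with the PDE4 inhibitor Ro 20174, exposed to compounds for 30 min at 37C, lysed, and cAMP was read by TR-FRET. Data normalized to buffer (basal) and 29 nM porcine relaxin (100%).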
D1 agonist – activates the human D1 dopamine receptor; activation, % at 2 µM; HEK293 T-REx D1 cells, calcium flux, agonist mode; actives 1% (n = 360,000); in the data active means activation above about 30%; further: 0% is about no effect
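Inducible HEK293 T-REx D1 cells, force-coupled to calcium signalling, were plated at 4000 cells/well with tetracycline and held overnight at 30 C. After no-wash calcium dye loading, compound-evoked calcium rise over 180 s flagged agonists.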
D1 PAM – enhances dopamine response at the human D1 receptor; AID 504651; potentiation, % at 10 µM; P21728; HEK293 TREx D1 cells, calcium flux, dopamine EC20 potentiation; actives 0.036% (n = 360,000); in the data active means potentiation above about 30%; further: 0% is about no effect
D1 antag – blocks dopamine activation of the human D1 receptor; P21728; activity change, negative = inhibition, % at 10 µM; actives 3.2% (n = 360,000); AID 504652; HEK293 TREx D1 cells, calcium flux, dopamine EC80; active compounds read low; in the data active means activity change below about -30%; further: on the % scale 0 is the no-effect control and ±100 the full control effect
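Inducible Hek293 Trex D1 cells (tetracycline, overnight, 30 C). Calcium dye 30–90 min RT. Antagonist mode: EC80 dopamine added after 180 s compound read.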
GRP78 ERSR act – induces the endoplasmic reticulum stress response in human glioma cells; actives 0.02% (n = 420,000); Potency, µM, inactives show top-dose activation, actives largely listed as activators; AID 602332; U87-MG GRP78 promoter luciferase reporter, 16 h; further: potency means the concentration at half of the fitted maximal effect; series mostly up to about 76 µM; % of control where 0% means no effect; nearly all actives have a fitted effect of over 35% in size
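ERSR induction read as luciferase luminescence (Bright-Glo, 10 min at room temperature) in stably transfected human U87-MG glioma cells exposed to compounds for 16 h, using GRP78 as sensor.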
Active calls of the source: *; ? = inconclusive; · = not tested or not shown; [ ] = remark or other dose. Unless noted, the call rests on the fitted dose curve; in most records, active means well fitted curve in the direction sought with a large enough effect; inconclusive means small, poorly fitted or top-dose-only effect, or another doubt; inactive means no such curve, though single readings can be large; an effect the other way counts as inactive or inconclusive. An excerpt; count on the stated rates, not on these rows.

Every second line gives: RXFP1 agonist, D2 potentiator, D1 antag, GRP78 ERSR act, D1 agonist, D1 PAM, Vif-APOBEC3G blk, RXFP1 antag, Vif-A3F inh
COc1ccc(OC)c(NC(=O)c2csnn2)c1
    4.0%, 11.2, 3.1, -3.1%, -1.5, 3.1, -1.1%, 0.4, -1.0%
O=C(Nc1ccccc1O)/C(=C\c1ccccc1)NC(=O)c1ccccc1
    -0.2%, 9.5, -11.3, -0.7%, 4.1, 6.0, 2.3%, -2.8, 0.2%
c1ccc(-n2cccc2)c(N2CCCCC2)c1
    22.6%, -20.0, 8.6, -2.3%, 0.6, -1.6, 2.4%, -18.8, 8.2%
Cc1c(O)c2cccnc2[nH]c1=O
    3.4%, 10.0, 2.9, -2.3%, 1.0, 1.0, 0.3%, -8.4, -2.4%
COC(=O)CSc1[nH]c2cc(C)ccc2c1[N+](=O)[O-]
    0.3%, 6.2, -20.5, -0.5%, 1.2, -2.1, -7.4%, -38.6, -16.9%
CC1CCN(S(=O)(=O)c2ccc3c(c2)N(CC(=O)Nc2ccc(F)c(Cl)c2)C(=O)CO3)CC1
    2.6%, -15.1, 17.2, -2.8%, 3.1, -2.4, 0.5%, -35.5, -0.1%
COc1ccc(-c2nc3sc(CCNS(=O)(=O)c4c(C)cc(C)cc4C)c(C)n3n2)cc1
    2.2%, 8.8, ·, -1.8%, 2.5, 1.1, 2.7%, -17.7, -2.0%
CC(C)CCn1c(N2CCCC2)nc2c1c(=O)n(C)c(=O)n2C
    2.8%, 6.7, -4.1, -3.9%, 3.6, 1.8, 0.5%, 4.5, 2.5%
COc1ccc2[nH]c(=O)c(CN(C3CCCCC3)C(c3nnnn3Cc3ccco3)C(C)C)cc2c1 (stereo not given)
    4.3%, 6.2, 0.7, -1.3%, -0.3, -3.1, -18.7%, ·, ?
CCCOC(c1ccccc1)(c1ccc(C(F)(F)F)cc1)C(Oc1nc(C)cc(C)n1)C(=O)O (stereo not given)
    0.1%, -0.2, 1.2, 3.2%, 9.1, -1.6, -23.7%, -2.6, -13.0%
Cc1ccc(S(=O)(=O)NCCSc2nnnn2-c2ccc(Cl)c(C(=O)O)c2)cc1
    -1.0%, 1.9, -1.3, -2.9%, -1.2, -3.0, 0.9%, ·, 0.7%
N#C/C(=C/c1ccccc1)c1nn(CCO)c(N)c1C#N
    -0.2%, 6.9, 0.0, 9.5%, -1.0, -0.7, 1.7%, 0.1, 4.4%
C/C(=N/NC(=O)c1ccoc1C)C12CC3CC(CC(C3)C1)C2
    1.6%, 8.9, -18.3, 2.1%, 1.7, -5.2, 1.0%, -6.6, -2.4%
N#Cc1c(NC(=O)c2cnccn2)sc2c1CCCC2
    2.8%, -0.1, 5.5, -1.2%, 0.9, 0.3, ?, -3.5, -11.5%
CC(=O)Nc1ccc(S(=O)(=O)N(C)c2ccc(OCCOc3ccccc3F)cc2)cc1
    ·, ·, ·, -4.7%, ·, ·, -0.6%, -11.6, -21.5%
Cc1ccc(C)c(Oc2nnnn2-c2ccccc2)c1
    -2.1%, 6.3, -26.6, 3.5%, -1.3, -5.7, -3.9%, -4.2, -0.6%
FC(F)(F)c1nc2ccccc2c2nc3ccccc3n12
    2.6%, ·, 3.9, 0.4%, -0.8, -2.0, 0.2%, -3.9, -8.3%
CC(=O)Cc1cc(O)c2ccccc2c1OC(=O)c1ccccc1
    -2.3%, -7.9, -6.1, 0.0%, 1.3, 6.4, -6.0%, -8.8, -0.7%
CCC(=O)Nc1cccc(-n2nnnc2SCC(=O)N(C(C)C)C(C)C)c1
    0.4%, 6.3, 8.4, -3.3%, 1.1, -2.5, -1.0%, -6.8, 2.7%
CC[C@@H]1C=C(C)C[C@H](C)C[C@H](OC)[C@H]2O[C@@](O)(C(=O)C(=O)N3CCCC[C@H]3C(=O)O[C@H](/C(C)=C/[C@@H]3CC[C@@H](O)[C@H](OC)C3)[C@H](C)[C@@H](O)CC1=O)[C@H](C)C[C@@H]2OC
    0.1%, -7.4, -4.4, ·, 32.4*, -1.1, ·, ·, ·
NS(=O)(=O)c1ccc(CCNC(=O)c2ccc(Cn3c(=O)[nH]c4ccccc4c3=O)cc2)cc1
    4.4%, 9.4, 5.5, -3.9%, 4.1, -4.8, 1.6%, 3.0, -1.6%
CCCC(c1nnnn1Cc1ccccc1)N1CCN(c2ccccc2OC)CC1 (stereo not given)
    1.6%, -7.4, -19.3, -9.3%, 1.0, -2.1, 0.8%, -11.6, -0.4%
CC(=O)c1sc2c(c1C)c(=O)n(-c1ccc(Cl)cc1)c(=O)n2Cc1cc(=O)n2cc(Cl)ccc2n1
    4.4%, 2.5, 2.0, -3.4%, 2.3, 1.9, -4.2%, -7.9, -4.8%
Cc1c2cnn(CC(=O)NCc3ccccn3)c(=O)c2c(C)n1Cc1ccccc1
    4.1%, 0.1, -8.5, -3.9%, 1.8, -13.1, -2.8%, 4.0, 2.5%
O=C(NNS(=O)(=O)c1ccc(Cl)cc1)c1cnn(-c2ccccc2)c1-n1cccc1
    -1.2%, 10.1, 18.4, 3.3%, 2.6, 2.6, -3.6%, -18.2, -17.8%
CN(C(=O)COc1cc(C(F)(F)F)nn1C)c1ccccc1
    1.0%, 0.4, 6.0, 3.6%, 2.0, 13.5, -1.4%, -3.5, -15.2%
COc1cccc(CN(C)C[C@@H]2OCc3cnnn3CCCC(=O)N([C@H](C)CO)C[C@H]2C)c1
    ·, ·, ·, -0.5%, ·, ·, 0.6%, -2.4, -8.7%
O=C1c2ccccc2C2(c3ccccc3)NCCCN12 (stereo not given)
    -0.1%, 5.6, 10.9, -3.4%, 0.2, -2.5, -0.8%, 4.2, -5.0%
O=C(c1cc(-c2ccco2)nn1-c1cccc(Cl)c1)N1CCCCC1
    1.1%, ·, -4.5, 9.2%, 0.4, -3.6, ?, -30.1, -13.5%
O=C1c2ccccc2C(=O)N1CCc1nc2ccccc2c(=O)n1CCCn1ccnc1
    0.2%, 1.7, 15.9, -5.2%, -0.2, 0.3, -3.1%, 4.5, 3.1%
CCCn1cnc2cc(NCc3ccccc3O)ccc21
    1.7%, 11.1, 1.4, 2.2%, 1.8, -0.1, 0.2%, 8.0, -15.5%
CN(CC(=O)Nc1ccc(N2CCOCC2)cc1)C(=O)CSc1ccc(Br)cc1
    -0.5%, 5.3, 4.4, -3.3%, 1.0, -3.0, 1.2%, -0.6, 3.7%
CC1(C)OC(c2ccccc2)=C/C(=C\C=N\NC(=O)c2ccncc2)O1
    -3.8%, -2.6, 6.2, -6.0%, 4.3, -0.2, -4.3%, -26.8, 0.4%
CCOc1ccccc1OCCC(=O)NNC(=O)Cn1nc(C)cc1C
    -0.5%, -2.3, -5.5, -3.4%, 3.7, 5.7, -0.6%, 13.6, 2.7%
C=CCN(CC=C)CCOc1ccc(OC(C)C)cc1
    -0.2%, -12.4, 2.9, -0.2%, 5.0, 2.4, 1.1%, -5.5, -20.2%
COc1cccc(NS(=O)(=O)c2ccc3c(c2)CCCN3C(=O)C2CCC2)c1
    5.0%, ·, -52.2*, -0.8%, 7.9, -6.8, -3.9%, -9.0, -3.9%
CC(=O)OCc1cnc(C)c2oc(=O)c(C(=O)Nc3cccc(F)c3)cc12
    0.8%, 0.3, -46.4*, -2.5%, -0.1, 1.1, 0.6%, ·, 4.9%
CCCC[C@]12Cc3ccccc3C(O1)c1c(cc(-c3ccccc3)oc1=O)O2
    9.3%[11.5 µM], ·, -22.1, ·, 11.9, 0.8, ·, ·, ·
Cc1ccc(NC(=O)CSc2nnc(NC(=O)C3CC3)s2)cc1C
    0.7%, ·, 24.0, -3.6%, -0.4, -5.2, -4.6%, 4.9, -11.5%
Cc1ccc(NC(=O)CSc2nc3ccc(Nc4nc(N5CCOCC5)nc(N5CCOCC5)n4)cc3s2)cc1
    10.3%, -6.0, -24.4, -6.7%, 3.9, -0.7, -12.7%, -5.1, ?
CCOc1ccccc1NC(=O)Cc1ccccc1OC
    1.0%, -3.1, -9.0, -2.7%, 0.3, -1.6, 1.3%, -11.5, -5.5%
C/C(=N\Nc1nccnc1Cl)c1ccc(Br)cc1
    5.1%, 2.6, 7.2, 2.2%, 2.2, -4.1, -1.3%, 7.5, -11.0%
O=C(COC(=O)c1ccc2ncsc2c1)NC(=O)NCc1ccccc1
    -0.6%, 4.8, -11.3, 0.4%, 5.9, -3.4, 1.6%, 0.1, ?
O=C1c2nccnc2C(=O)N1c1ccc(F)cc1
    1.4%, -1.2, 9.0, -2.3%, 2.1, 0.3, -3.6%, -23.0, -5.4%
CC1=Nc2ccccc2/C1=C/c1sc(=O)n(CC(=O)N2CCCC2)c1O
    2.1%, 0.6, 1.5, -2.9%, 2.9, -5.3, 1.0%, -20.1, -4.5%
CCN(Cc1ccccc1)C(=O)Cc1ccc(OC)c(S(=O)(=O)N2CCOCC2)c1
    ?, -5.7, -8.6, -3.1%, 3.3, 2.4, 0.4%, -12.9, 4.2%
COc1cccc(/C=N/NC(=O)CN2CC(c3ccccc3)CC2=O)c1OC (stereo not given)
    0.4%, -27.8, 3.0, 0.4%, 1.9, -11.8, -1.9%, -6.4, 0.3%
Cc1ccccc1C1=Nn2c(nnc2-c2ccco2)SC1
    2.5%, -1.0, -1.4, -3.3%, 2.0, -8.2, -0.1%, 2.1, 11.4%
CCN1CCN(C(=O)c2cccc(OC3CCN(S(C)(=O)=O)CC3)c2)[C@@H](C)C1=O
    2.1%, 1.8, 2.3, -4.8%, 3.1, 0.4, 0.1%, -4.0, 3.9%
CCOc1ccccc1NC(=O)C(C)CC (stereo not given)
    -1.5%, 4.2, -10.2, -2.2%, 1.3, -3.8, -4.8%, -10.5, -14.4%
O=C(COc1ccccc1)NNC1=NS(=O)(=O)c2ccccc21
    -2.0%, -0.1, -4.3, 3.6%, 4.5, -3.5, -0.7%, 5.1, 16.6%
COC(=O)c1sc(-c2ccccc2)cc1NC(=O)Nc1ccc(F)cc1
    5.1%, 0.2, 6.3, 1.7%, 3.3, -4.0, -2.6%, -22.8, -16.2%
COc1ccc(C(=O)COC(=O)c2cncc(Br)c2)cc1
    0.9%, -2.7, 6.1, 0.2%, 0.0, 0.6, -0.7%, -3.9, 3.0%
